Bioassay records deposited in PubChem by several laboratories.
hgDAF-12 ag = H. glycines DAF-12 receptor agonists, primary screen, cell-based, luminescence, HEK293, GAL4 fusion, UAS-luciferase; activation, % at 6.8 µM; HEK293 GAL4-hgDAF12 UAS-luciferase reporter, agonist luminescence; normalized to butyrate control; 370,000 compounds, 1.8% hits;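 active = activation above a cutoff set at the mean of all screened compounds plus 3 SD, cut at about 10% in these data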;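 also: 0% = DMSO wells and 100% = sodium butyrate wells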
ADAM10 inh = human ADAM10 inhibitors, primary screen, biochemical, QFRET, HTS. 370,000 compounds, 0.62% hits. Disintegrin and metalloproteinase domain-containing protein 10 (Homo sapiens), O14672. recombinant ADAM10, EDANS/DABCYL FRET peptide cleavage, 3 h. inhibition, % at 7 µM;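 active = inhibition above a per-campaign cutoff equal to the mean of compounds falling between control-based bounds plus 3 SD, cut at about 20% in these data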;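 also: 0% = DMSO wells while the 100% control is not disclosed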
DAX1 inh-1 = DAX1 (NR0B1) inhibitors, primary screen, cell-based, HEK293, Gal4-DAX1, luciferase luminescence; HEK293 Gal4-DAX1 luciferase reporter; inhibition, % at 6.75 µM; 340,000 compounds, 0.99% hits; AID 504766, 2011;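 active = inhibition above the mean over all tested compounds plus 3 SD, cut at about 4.2% in these data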;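 also: 0% = DAX1-transfected cells with DMSO and 100% = empty-vector control cells with DMSO; inhibition shows as a rise in luminescence from relieved DAX1 repression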
GC-B act = human GC-B receptor activators, primary screen, HEK293 GC-B cells, cGMP TR-FRET, EC30 CNP. Atrial natriuretic peptide receptor 2 (Homo sapiens), P20594. 0% at EC30 CNP, 100% saturating CNP. activation, % at 10 µM. 370,000 compounds, 0.11% hits. AID 1920062, 2024;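 active = activation at 10 µM reaching about 35% in either raw or pattern-adjusted values, limit read from the data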
DAX1 inh-2 = DAX1 (NR0B1) inhibitors on StAR promoter, primary screen, cell-based, luminescence, SF-1 (NR5A1), full-length DAX-1; HEK293T StAR-luciferase reporter, SF-1/DAX-1 repression relief; inhibition, % at 6.8 µM; AID 652010, 2013; 370,000 compounds, 1.1% hits;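 active = inhibition above the mean over all tested compounds plus 3 SD, cut at about 3.6% in these data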;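 also: 0% = DAX-1 cells with DMSO and 100% = cells lacking DAX-1 with DMSO; higher inhibition means more luminescence from relief of DAX-1 repression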
ssDAF-12 act = S. stercoralis DAF-12 nuclear receptor activators, primary screen, cell-based, luminescence, HEK293, GRIP1 co-expression, lit1-tk-luc. Nuclear hormone receptor DAF-12 (Strongyloides stercoralis). HEK293 ssDAF-12/GRIP1 lit1-tk-luc reporter; % of 3 µM dafachronic acid response. activation, % at 6.8 µM. 370,000 compounds, 1% hits;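 active = activation above the mean over all tested compounds plus 3 SD, cut at about 0.9% in these data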;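 also: 0% = DMSO-only wells and 100% = 3 µM delta7-dafachronic acid wells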
FXN GAA850 act = FXN promoter activators, primary screen, cell-based, luciferase luminescence, HEK293 lucGAA850. HEK293 lucGAA850 FXN promoter luciferase reporter, 24 h; percent of 10 µM SAHA response. activation, % at 6 µM. 360,000 compounds, 0.56% hits;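 active = activation above the average of all compounds screened plus 3 SD, cutoff fixed separately per campaign, cut at about 7.5% in these data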;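 also: 0% = DMSO wells and 100% = 10 µM SAHA wells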
NPR1 activator = GC-A stimulated cGMP production enhancers – HEK293 GC-A cells, cGMP TR-FRET, EC30 ANP, primary screen. activation, % at 10 µM. 0% at EC30 ANP, 100% saturating ANP. Atrial natriuretic peptide receptor 1 (Homo sapiens), P16066. 370,000 compounds, 0.14% hits. AID 1671463, 2021; in the data active = activation above about 40%
Target sequence (P16066 whole entry, looked up): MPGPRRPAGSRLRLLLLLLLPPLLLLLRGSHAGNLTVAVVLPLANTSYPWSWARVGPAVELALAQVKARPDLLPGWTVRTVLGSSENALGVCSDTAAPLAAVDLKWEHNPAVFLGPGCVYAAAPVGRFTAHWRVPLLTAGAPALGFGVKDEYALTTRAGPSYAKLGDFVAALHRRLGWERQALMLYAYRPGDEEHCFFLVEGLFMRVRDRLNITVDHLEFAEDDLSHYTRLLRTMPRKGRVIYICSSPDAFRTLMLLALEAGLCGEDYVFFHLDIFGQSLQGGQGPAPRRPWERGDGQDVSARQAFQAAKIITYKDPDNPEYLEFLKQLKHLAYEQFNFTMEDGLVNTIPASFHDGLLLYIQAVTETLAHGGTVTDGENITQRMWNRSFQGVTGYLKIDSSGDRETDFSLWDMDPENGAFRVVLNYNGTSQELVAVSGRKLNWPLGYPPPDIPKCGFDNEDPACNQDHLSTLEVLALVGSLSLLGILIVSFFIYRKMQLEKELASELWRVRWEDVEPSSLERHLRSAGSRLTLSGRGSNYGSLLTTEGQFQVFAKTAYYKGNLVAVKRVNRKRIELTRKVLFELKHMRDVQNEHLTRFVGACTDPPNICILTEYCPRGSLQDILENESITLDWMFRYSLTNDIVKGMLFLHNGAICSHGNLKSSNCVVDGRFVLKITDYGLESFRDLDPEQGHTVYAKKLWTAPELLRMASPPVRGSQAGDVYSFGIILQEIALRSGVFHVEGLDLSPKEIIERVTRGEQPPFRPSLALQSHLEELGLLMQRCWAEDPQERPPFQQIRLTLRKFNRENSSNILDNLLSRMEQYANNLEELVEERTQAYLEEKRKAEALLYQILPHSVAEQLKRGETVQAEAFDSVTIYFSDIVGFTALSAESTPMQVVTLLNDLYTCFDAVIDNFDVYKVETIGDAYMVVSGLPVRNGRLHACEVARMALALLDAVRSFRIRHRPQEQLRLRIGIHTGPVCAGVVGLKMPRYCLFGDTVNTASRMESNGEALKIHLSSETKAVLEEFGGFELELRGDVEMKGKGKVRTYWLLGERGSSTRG
hcDAF-12 act = H. contortus DAF-12 nuclear receptor activators, primary screen, cell-based, luminescence, HEK293, lit1-tk-luc reporter; 370,000 compounds, 1.4% hits; activation, % at 6.8 µM; HEK293 hcDAF-12 lit1-tk-luc reporter; 0% DMSO, 100% Δ7-dafachronic acid;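 active = activation above the mean of all tested compounds plus 3 SD, cut at about 5.5% in these data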;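 also: 100% = response to 3 µM Δ7-dafachronic acid high control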
sPLA2-III inh = human group III sPLA2 inhibitors, primary screen, biochemical, QFRET, BODIPY PC-A2 liposome substrate; AID 743126, 2013; Group 3 secretory phospholipase A2 (Homo sapiens), Q9NZ20; inhibition, % at 12.2 µM; 370,000 compounds, 0.56% hits; QFRET BODIPY PC-A2 liposome hydrolysis, fluorescence;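 active = inhibition above mean plus 3 SD of compounds lying within the high and low control bounds, cut at about 19% in these data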;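 also: 0% = median of test compound wells and 100% = no enzyme DMSO wells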
SMARCA2 act = SMARCA2 (BRM) function activators, primary screen, cell-based, luminescence, high throughput. MG213 cells, MMTV-luciferase reporter, dexamethasone, overnight. activation, % at 9.1 µM. 370,000 compounds, 1% hits. AID 652017, 2013; in the data active = activation above about 7.8%;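 also: 0% = vehicle wells and 100% = reference activator wells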
An asterisk follows results filed as active; . = no result given.

SMILES	hgDAF-12 ag	ADAM10 inh	DAX1 inh-1	GC-B act	DAX1 inh-2	ssDAF-12 act	FXN GAA850 act	NPR1 activator	hcDAF-12 act	sPLA2-III inh	SMARCA2 act
O=C(O)C1OC1(c1ccccc1Cl)c1ccccc1Cl (configuration not stated)	2.5	-6	2.3	4	0.9	-1.0	3.0	0	-0.6	-9	4
COc1ccccc1CC1(C)C(=O)Nc2ccc(OC(F)(F)F)cc21 (configuration not stated)	1.1	23*	.	0	-0.1	-1.3	-2.2	-6	-0.5	1	4
CCN(CCCNC(=O)C1CCCN(S(=O)(=O)c2cnc[nH]2)C1)c1ccccc1 (configuration not stated)	0.4	-8	-1.6	-2	-0.1	-0.8	1.8	2	-0.9	-16	0
CCOC(=O)c1c(C)oc2ccc(OC(=O)COc3c(F)c(F)c(F)c(F)c3F)cc12	0.3	5	1.8	-3	-0.3	-1.6	0.6	0	-1.7	4	1
Oc1ccc2ccccc2c1C=Nc1ccc(Cl)cn1	1.3	-4	0.3	2	-0.5	1.3*	0.2	0	1.5	6	1
CCOC(=O)Nc1ccc2c(c1)N(C(=O)N1CCN(C)CC1)c1ccccc1S2	-2.8	5	0.4	-15	-0.5	-1.2	1.5	-12	0.7	-6	-2
COc1cc(-c2nc3ccc4ccccc4c3c3c2CCC3)cc(OC)c1OC	1.8	-18	0.4	7	-0.2	-0.8	1.2	5	3.1	2	-2
CCN(CC)C(=O)[C@H]1C[C@H](CC(=O)NC(C)(C)C)C(=O)N2CCc3c([nH]c4cc(CCC(=O)N(C)C)ccc34)[C@]12C	-2.3	-11	-0.9	2	0.5	-1.3	-1.1	0	-1.6	7	-5
C=CCOc1ccc(CN(C)C(=O)CNC(=O)c2ccc(-c3ccccc3)cc2)cc1	-4.7	14	-2.5	0	-1.2	-1.9	1.5	-1	-6.0	-12	-5
COc1cc(OC)cc(C(C(=O)NC2CCCCC2)N(C(=O)c2ccno2)c2ccccc2)c1 (configuration not stated)	-0.8	1	-0.2	-19	-0.1	-0.7	-2.5	-28	0.1	1	-2
CCOC(=O)/C(C#N)=C/c1ccc(OCC(=O)Nc2ccccc2)c(OC)c1	5.9	4	3.2	0	1.1	-0.2	0.2	18	0.9	4	3
Cc1nn2c(N3CCCC3)c3c(nc2c1-c1ccccc1)CCC3	0.8	-6	.	-15	0.3	-0.6	2.9	-6	-1.1	-4	-3
N#CCN1CCN(CC(=O)Nc2cccc3ccccc23)CC1	-0.8	6	-0.1	6	-0.2	-1.4	0.7	2	-0.8	3	1
COC(=O)c1ccc2c(=O)n(CCCCCC(=O)NCc3ccccn3)c(=O)[nH]c2c1	-0.1	-47	0.0	2	-4.2	-0.2	0.6	0	-0.2	4	0
COc1ccc(-n2c(SCC(=O)N3CCCCC3)nnc2-c2cccnc2)cc1	-1.5	-2	1.6	6	-0.3	-1.2	-0.3	-2	0.2	-2	-1
O=C(CN1C(=O)NC2(CCCCC2)C1=O)Nc1ccc(N2CCCCC2)cc1	1.0	-4	-0.1	-8	-0.2	-1.1	1.3	1	-2.8	9	-3
O=C(c1ccc2c(c1)C(=O)NC2=O)c1ccc2c(c1)C(=O)NC2=O	0.8	-14	.	-18	-1.1	0.0	.	1	0.1	14	-1
CN(C(=O)Nc1cccc([N+](=O)[O-])c1)c1ccccc1	-0.4	0	-0.7	1	-1.0	-1.2	1.9	0	2.9	6	-1
CN(C)c1ncnc2c1ncn2[C@H]1CN(C2CCCC2)C[C@@H](CO)O1	-0.8	-2	.	-7	0.8	-1.1	-0.1	-1	0.4	5	-6
COc1ccc(-c2cc3ccccc3oc2=O)cc1NC(=O)c1ccc(Br)o1	5.7	-6	2.9	-5	0.2	0.0	3.5	10	3.4	5	5
CCOC(=O)c1cc(-c2cccc([N+](=O)[O-])c2)on1	-1.8	-5	0.0	22	-0.1	-1.3	0.2	39	-0.7	-1	2
O=C(O)c1ccc(Cl)c(NCc2ccncc2)c1	-0.2	-7	2.0	4	0.1	-1.1	0.5	4	1.8	6	-3
Cc1cccc(-c2c3c(=O)n(C)c(=O)n(C)c3cn2CCO)c1	-1.3	0	0.3	2	0.2	-0.4	-0.8	2	1.2	-2	2
COc1ccc(C(=O)NC(=S)N2CC(C)OC(C)C2)cc1OC (configuration not stated)	-1.4	-3	0.1	4	-0.2	-1.7	1.7	-1	-1.4	5	-1
Cc1ccc(S(=O)(=O)Cn2nnnc2CN2CCN(C(=O)c3ccco3)CC2)cc1	-0.7	-4	-0.5	4	0.8	-1.4	1.3	4	-0.3	4	-1

Next part:
SMILES	hgDAF-12 ag	ADAM10 inh	DAX1 inh-1	GC-B act	DAX1 inh-2	ssDAF-12 act	FXN GAA850 act	NPR1 activator	hcDAF-12 act	sPLA2-III inh	SMARCA2 act
CCOc1ccc(CCNC(=O)C2CCC(=O)N2C2CCCCC2)cc1OCC (configuration not stated)	3.4	-13	-1.0	-2	1.0	-1.9	0.9	2	-3.0	-7	0
CCS(=O)(=O)Nc1ccc(C2=NN(C(=O)c3ccco3)C(c3cccc(F)c3)C2)cc1 (configuration not stated)	-6.8	-11	-0.7	-17	-0.9	-2.0	-2.7	-32	-4.0	-19	-2
Cc1ccc(Cn2c(SCC(=O)NCc3ccco3)nc3ccsc3c2=O)cc1	-0.9	14	-0.4	10	0.0	-1.4	8.8*	3	-2.0	-1	0
Cc1ccc(S(=O)(=O)c2cn(CC(=O)Nc3ccccc3)c3ccc(F)cc3c2=O)cc1	2.2	-16	4.1	5	2.0	-1.4	-4.3	0	-1.3	-4	2
CC(=O)c1c(C)oc2ccc(N(C(C)=O)S(=O)(=O)c3cccc4cccnc34)cc12	-8.9	1	-6.2	13	-2.5	-3.1	-1.6	1	-4.2	-6	-6
NC(=O)c1c(NC(=O)c2ccccc2)sc2c1CCN(Cc1ccccc1)C2	0.2	-265	-0.1	-5	-0.6	0.5	0.3	0	0.3	-11	1
Clc1ccccc1CSc1nnc([C@@H]2CCCN2)o1	0.9	-3	-1.3	3	0.0	-0.5	-0.4	6	-0.7	-2	-7
Cc1ccc(Nc2ncc3c(n2)CC(C)(C)CC3=O)cc1	13*	4	6.0*	1	3.6	0.1	1.0	6	3.3	-5	5
O=C(Nc1ccc(NC(=O)c2ccccc2Cl)nc1)c1ccco1	3.6	5	0.0	0	0.4	-0.8	2.0	0	-0.2	2	3
CCc1ccc(NS(=O)(=O)c2ccc(C)c(C(=O)N3CCOCC3)c2)cc1	-2.5	-6	0.7	2	-1.2	-1.5	-2.0	-1	0.3	6	-2
Cc1ccccc1Nc1nnc(-c2ccc(C(=O)NCCO)cc2)c2ccccc12	-2.5	-1	0.3	-2	-0.4	-1.4	-0.5	-2	0.6	3	0
CSc1ccc(CNC(=O)C2(C)CCCN2C)cc1 (configuration not stated)	1.1	-11	.	3	-0.1	-0.8	-2.2	3	-0.7	0	0
CN(CCOC(=O)c1cc2ccccc2o1)C1CN(Cc2cn(Cc3ccccc3F)nn2)S(=O)(=O)C1 (configuration not stated)	-2.4	1	.	3	0.6	-1.2	.	2	-1.2	-2	-5
COCCCN1C(=O)C(CC(=O)NCc2cccs2)CC(C(=O)N2CCCCCC2)=C1C (configuration not stated)	2.6	4	.	0	0.9	-0.7	.	3	0.8	-2	-2
CCCCCOc1ccc(NC(=O)c2cc(SC)ccc2Cl)cc1	-0.1	-8	-0.2	-6	0.5	-1.6	-0.1	-4	-1.2	11	-3
CCC(=O)OC1c2ccccc2C(=O)N1Cc1ccccc1 (configuration not stated)	-1.8	-3	-0.2	0	-0.2	-1.0	-1.7	-2	0.5	2	1
NS(=O)(=O)c1cccc(NC(=O)CSc2nnc3n2CCCCC3)c1	-1.0	-4	0.3	-7	-0.5	-1.0	-0.5	4	-0.1	2	4
C=CCc1c(C)nc2cc(-c3ccccc3)[nH]n2c1=O	11*	-57	2.8	5	0.8	0.4	2.6	1	3.9	-14	5
COc1ccc(OC)c(C2C(C(C)=O)=C(O)C(=O)N2Cc2cccnc2)c1 (configuration not stated)	-0.2	9	1.5	1	0.4	-0.7	-2.1	0	2.2	0	-1
COc1ccccc1/C=C/C=N/N1CCN(Cc2cccc3ccccc23)CC1	-1.4	-9	-0.8	6	-0.7	-1.4	0.7	-6	-1.3	-1	0
COc1cccc(NC(=O)c2nn(C)cc2Br)c1	3.6	5	1.1	-6	0.1	-1.1	1.0	-5	0.4	-6	8.0*
Cc1ccc(CS(=O)(=O)CCC(=O)N2CCOCC2)cc1	-1.6	-6	0.8	-7	0.1	-1.8	-0.3	-6	-2.6	-3	-2
COc1ccc(S(=O)(=O)N2CCN(c3ccccc3OC)CC2)cc1OC	-2.3	-3	0.5	5	-1.0	-0.7	-0.3	0	-1.6	2	-5
COC(=O)c1[nH]c2ccc(C)cc2c1NC(=O)CN1CCN(c2ccc(F)cc2)CC1	-3.1	-7	-1.6	1	-0.8	-0.9	-0.2	-1	-0.6	4	0
CCCC(=O)Nc1ccc(C(=O)NN2C(=O)c3ccccc3C2=O)cc1	0.6	4	-0.9	2	-0.8	-0.6	0.7	-3	2.2	1	0
CCCOC(=O)c1ccc(OC(=O)c2ccco2)cc1	3.0	-8	0.3	2	0.3	-1.5	1.9	-3	-0.6	-1	-3
CC(C)(O)C#Cc1ccc(C(=O)N2CCCC(CCC(=O)NCc3ccccc3F)C2)cc1 (configuration not stated)	2.4	-4	0.5	2	-1.6	-0.4	1.6	3	-1.6	-5	-1
Cc1ccsc1C(=O)NNC(=O)c1ccncc1	0.1	-3	0.4	-1	0.6	-1.0	2.2	1	3.2	1	2
O=C(c1ccco1)N1CCN(c2ccc(N3CCCCC3)nn2)CC1	3.6	-239	2.1	1	7.8*	0.5	2.3	0	3.9	5	4

Among those listed so far, 2 contain a COOH group.
SMILES	hgDAF-12 ag	ADAM10 inh	DAX1 inh-1	GC-B act	DAX1 inh-2	ssDAF-12 act	FXN GAA850 act	NPR1 activator	hcDAF-12 act	sPLA2-III inh	SMARCA2 act
O=C(O)C1OC1(c1ccccc1Cl)c1ccccc1Cl (configuration not stated)	2.5	-6	2.3	4	0.9	-1.0	3.0	0	-0.6	-9	4
O=C(O)c1ccc(Cl)c(NCc2ccncc2)c1	-0.2	-7	2.0	4	0.1	-1.1	0.5	4	1.8	6	-3
